PREPL inhibitor – human PREPL enzyme inhibition; Q4J6C6; recombinant PREPL, fluorescence polarization activity-based probe; inhibition, % at 5.96 µM; 320,000 tested, 0.68% active; in the data active means inhibition above about 43%;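 further: 0% = enzyme with DMSO and 100% = wells lacking enzyme; many of its hits are not listed in these tables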
EBNA-1 inhibitor – blocks EBNA-1 binding to DNA; AID 1950; 300,000 tested, 0.34% active; inhibition, % at 14.8 µM; EBNA-1 DNA binding, fluorescence polarization; in the data active means inhibition above about 28%
CTSL1 counter – blocks F. hepatica cathepsin L1 in PFM18AAP counter-screen; AID 1906; recombinant F. hepatica cathepsin L1, Z-Leu-Arg-MCA fluorescence; inhibition, % at 5.96 µM; 300,000 tested, 0.49% active;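 active means inhibition above the mean of all tested compounds plus 3 SD, set per screening campaign, cut at about 17% in these data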;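 further: 0% = plate median of test compound wells and 100% = 1 µM Z-Phe-Ala-diazomethylketone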
PP5 inh – blocks human protein phosphatase 5 activity; P53041; purified PP5c, OMFP substrate fluorescence; inhibition, % at 6.7 µM; 320,000 tested, 0.18% active;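 active means inhibition above the campaign's mean inhibition across all tested compounds plus 3 SD, cut at about 9.5% in these data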;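 further: 0% = DMSO only and 100% = 100 µM cantharidin control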
Target sequence (P53041 whole entry, looked up): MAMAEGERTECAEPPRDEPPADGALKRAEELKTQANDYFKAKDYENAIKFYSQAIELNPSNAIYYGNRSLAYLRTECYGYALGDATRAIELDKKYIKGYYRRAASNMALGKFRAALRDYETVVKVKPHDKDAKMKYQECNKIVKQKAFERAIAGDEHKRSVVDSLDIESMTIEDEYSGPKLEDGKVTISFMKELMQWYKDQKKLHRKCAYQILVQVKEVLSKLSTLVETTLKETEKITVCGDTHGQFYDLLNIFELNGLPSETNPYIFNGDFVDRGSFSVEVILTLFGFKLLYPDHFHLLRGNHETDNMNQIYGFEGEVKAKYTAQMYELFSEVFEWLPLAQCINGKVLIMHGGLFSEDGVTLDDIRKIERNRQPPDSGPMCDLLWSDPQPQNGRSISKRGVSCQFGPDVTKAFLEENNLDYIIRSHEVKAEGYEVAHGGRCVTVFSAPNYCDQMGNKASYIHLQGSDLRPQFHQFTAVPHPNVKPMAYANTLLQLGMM
Efflux pump inh – antifungal efflux pump inhibition, Nile Red retention; S. cerevisiae Candida pump triplex; inhibition, % at 10 µM; 330,000 tested, 0.44% active;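 active means plate passing quality check with inhibition over a set limit, or well fluorescence over plate mean plus 4 SD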;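 further: Nile Red retained in pooled yeast measured as flow cytometry median fluorescence; 0% = buffer negative control and 100% = Enniatin B positive control; higher means more Nile Red kept so more efflux inhibition; some compounds called inactive have numbers as strong as hits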
PP1 inh – blocks human PP1-alpha phosphatase, a PP5 counter-screen; purified PP1alpha, OMFP fluorescence; inhibition, % at 6.7 µM; P62136; 320,000 tested, 0.9% active; AID 2235;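 active means inhibition above the mean inhibition of all tested compounds plus 3 SD, computed separately for each screening campaign, cut at about 15% in these data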
Target sequence (P62136 whole entry, looked up): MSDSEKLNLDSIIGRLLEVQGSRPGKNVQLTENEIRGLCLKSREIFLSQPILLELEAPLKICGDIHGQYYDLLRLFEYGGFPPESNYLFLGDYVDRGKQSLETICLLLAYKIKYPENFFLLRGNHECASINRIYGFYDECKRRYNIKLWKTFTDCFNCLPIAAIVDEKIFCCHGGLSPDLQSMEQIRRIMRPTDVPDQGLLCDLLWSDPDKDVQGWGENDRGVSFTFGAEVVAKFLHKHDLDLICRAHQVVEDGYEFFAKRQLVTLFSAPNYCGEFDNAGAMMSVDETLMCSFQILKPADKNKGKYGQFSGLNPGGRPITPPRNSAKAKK
HCV core dimer – blocks dimerization of HCV core protein | 300,000 tested, 0.33% active | inhibition, % at 5 µM | TR-FRET GST/Flag-core106 dimerization, 1536-well;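 active means inhibition above the mean of all tested compounds plus 3 SD, set per screening campaign, cut at about 45% in these data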
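System: GST-tagged and Flag-tagged HCV core protein residues 1-106 / Input: core106 proteins, GST 13.5 nM and Flag 17 nM / Buffer or medium: KF-containing HEPES buffer, pH 7.45, DTT, CHAPS, BSA / Probe or stimulus: Eu-anti-GST and XL665-anti-Flag labelled anti-tag antibodies / Schedule: 4 h, 22.5 °C incubation / Technique: TR-FRET 671 and 617 nm emission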
ZTA counter – ZTA (EBV) inhibition in EBNA-1 counter-screen; ZTA-DNA binding, fluorescence polarization; 320,000 tested, 0.15% active; P03206; inhibition, % at 11 µM; in the data active means inhibition above about 33%
Target sequence (P03206 whole entry, looked up): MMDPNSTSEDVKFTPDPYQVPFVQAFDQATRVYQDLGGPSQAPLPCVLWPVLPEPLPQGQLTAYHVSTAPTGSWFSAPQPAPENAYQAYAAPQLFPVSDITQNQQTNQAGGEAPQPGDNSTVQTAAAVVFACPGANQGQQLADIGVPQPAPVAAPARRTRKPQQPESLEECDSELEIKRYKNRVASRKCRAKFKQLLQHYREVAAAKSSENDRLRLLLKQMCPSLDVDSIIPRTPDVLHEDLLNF
TPT1 inhibitor – blocks Candida albicans tRNA 2'-phosphotransferase | recombinant caTPT1, FP RNA substrate dephosphorylation | inhibition, % at 5 µM | 300,000 tested, 0.81% active | AID 1962;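 active means inhibition above the mean of all tested compounds plus 3 SD, set per screening campaign, cut at about 24% in these data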;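 further: plate controls were DMSO alone for no effect and ferristatin control at 100 nM for full effect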
* marks the source's active call; other numbers are inactive results; . = not tested or not shown. A portion of the library (hit frequency here may not be typical).

SMILES	PREPL inhibitor	EBNA-1 inhibitor	CTSL1 counter	PP5 inh	Efflux pump inh	PP1 inh	HCV core dimer	ZTA counter	TPT1 inhibitor
Cn1c(Oc2ccccc2NCc2cccc(Br)c2)cc(=O)n(C)c1=O	8	2	0	-1.0	-0.2	2	4	5	2
COc1cc(C(=O)NCCc2ccc(F)cc2)c([N+](=O)[O-])cc1OC	13	0	0	-0.4	-0.2	0	-6	-1	1
CC(=O)c1ccc(N2C(=NC(=O)C3CCCCC3)SC3CS(=O)(=O)CC32)cc1 (centres undefined)	-4	10	1	2.0	0.0	-3	4	-1	4
CSc1nnc(-c2ccc(S(=O)(=O)N3CCCCC3)cc2)o1	0	-3	-3	0.1	-0.4	3	-13	-20	-1
O=[N+]([O-])c1ccc(NCc2ccccc2)nc1	-4	-23	-3	1.7	38*	-6	-13	-3	-6
C=C(CO)C1Cc2cc(C(C)=O)ccc2O1 (centres undefined)	-2	8	-1	1.6	0.0	0	-3	2	-1
COc1ccc(OC)c(NC(=O)C2CC(=O)N(c3ccccc3)C2)c1 (centres undefined)	11	9	-3	-0.4	0.0	-1	-6	-16	-3
CC(c1ccccc1)n1c(S(=O)(=O)O)nc2ccccc21 (centres undefined)	5	-2	0	-0.2	0.1	-3	0	-3	-3
CC(C)(C)OC(=O)N1CCC(c2c(C(=O)O)cnn2-c2ccccc2)CC1	3	-16	0	1.8	0.0	1	0	-9	-2
O=C(CCC(=O)OCC(F)(F)C(F)F)Nc1ccc(F)cc1F	-3	-1	1	0.7	-0.1	9	-6	11	-1
O=C(c1ccc(Oc2ccc(C(F)(F)F)cc2[N+](=O)[O-])cc1)N1CCOCC1	5	3	0	0.5	-0.1	1	-4	-1	-5
COC(=O)c1ccccc1NC(=O)N1CCN(c2ccc(OC)cc2)CC1	6	8	0	2.1	0.0	-1	5	16	-2
CCC(=O)NCCc1c[nH]c2ccccc12	-2	-5	-4	0.0	-0.1	-6	0	-7	-8
COc1ccc(-c2nc(S(=O)(=O)c3ccccc3)c(N3CCOCC3)o2)cc1	-3	3	-3	1.1	0.1	-2	3	3	2
O=C(COc1nncc2ccccc12)NCC(F)(F)F	11	9	6	0.3	0.1	-2	-5	5	0
COC(=O)C(=C/C=C/c1cccnc1)C(=O)OC	17	0	2	-1.8	0.0	-3	-2	-5	-6
Cc1cccc(C(=O)n2c(=S)nc3cc(C)ccn32)c1	-6	7	-1	-3.2	0.1	-1	-2	15	2
O=C1CC(Cc2ccc(Cl)cc2)C(=O)N1c1cc(Cl)ccn1 (centres undefined)	-3	-4	2	3.5	-0.1	0	-7	-10	1
CCn1c(-c2csc(C(C)C)c2)n[nH]c1=S	5	5	0	0.3	11*	-1	0	-10	-2
CCOc1ccccc1CN1CCN(C2CCSCC2)CC1CCO (centres undefined)	4	-15	-5	1.0	0.2	-9	0	6	1
CCOCCCNC(=O)CN1C(=O)/C(=C/c2ccccc2)Sc2ccccc21	5	8	0	1.4	0.0	-3	1	-7	-6
CN1C=CC=C/C1=C1\SC(=S)N(CC(=O)O)C1=O	4	-7	-1	2.7	0.0	3	-10	-7	-2
COC(=O)C(O)(CC(=O)Nc1ccccc1OC)C(F)(F)F (centres undefined)	-4	1	-2	1.5	0.0	-5	-4	4	1
Cc1ccc(C(=O)Nc2ccc3c(c2)OCCO3)c(Cl)c1	2	-8	5	1.7	0.1	-1	1	2	-1
Cc1nnc(-c2ccc(Oc3ccc(C)c(C)c3)c([N+](=O)[O-])c2)o1	-1	-4	1	3.1	0.2	3	2	-22	-2
O=C(O)CCNS(=O)(=O)c1ccc(Oc2ccccc2)cc1	23	-7	-2	2.2	-0.1	-5	0	5	0
COCc1c(C(=O)Nc2ccc(Cl)cc2F)oc2ccccc12	7	10	4	2.4	-0.1	2	-10	-3	2
Cc1nnc(SCC(=O)N2c3ccccc3CC2C)s1 (centres undefined)	5	-16	2	-4.3	0.0	3	-6	-8	0
O=C(Nc1ccc(Cl)c(Cl)c1)N1CCSC1c1ccco1 (centres undefined)	-30	7	1	-0.2	0.0	-1	-3	-3	-4
CCC(=O)Nc1sc2c(c1C(N)=O)CCC2	3	-3	1	3.1	-0.1	-2	0	-8	1
CC(=O)c1cccc(Nc2cc(C)nc3c(C)cccc23)c1	26	14	-4	-0.8	-0.1	2	1	7	2
S=c1[nH]nc(C23CC4CC(CC(C4)C2)C3)n1Cc1ccco1	13	0	3	1.8	0.0	-2	-2	2	-1
COc1ccc(C2C(C(=O)c3ccco3)=C(O)C(=O)N2CCOCCO)cc1OC (centres undefined)	4	3	4	0.9	0.0	-2	-3	17	0
Cc1ccc(C(=O)C2CCN(CC(=O)NC3CCCC3)CC2)cc1	11	-2	4	-0.2	-0.3	-2	4	4	-4
CC(C)(C)NC(=O)C1CC(=O)OC1(C)C (centres undefined)	3	4	2	-1.3	0.0	0	0	0	1
COc1ccc(CNC(=O)c2sccc2C)cc1	14	5	-1	1.7	0.4	-2	-8	-1	1

With a hit mark in Efflux pump inh, of those listed so far:
structure	PREPL inhibitor	EBNA-1 inhibitor	PP5 inh	Efflux pump inh	HCV core dimer	TPT1 inhibitor
O=[N+]([O-])c1ccc(NCc2ccccc2)nc1	-4	-23	1.7	38*	-13	-6
CCn1c(-c2csc(C(C)C)c2)n[nH]c1=S	5	5	0.3	11*	0	-2

(more compounds)
SMILES	PREPL inhibitor	EBNA-1 inhibitor	CTSL1 counter	PP5 inh	Efflux pump inh	PP1 inh	HCV core dimer	ZTA counter	TPT1 inhibitor
CCOC(=O)N1CCC(NC(=O)c2ccc3c(c2)N(C)CCS3)CC1	0	3	0	0.1	-0.1	-3	-1	-2	-2
Fc1ccccc1Nc1nc(-c2ccncc2)nc2ccccc12	0	-1	3	2.3	0.1	-2	5	1	-1
O=C(O)CC(CC(=O)Nc1ccccc1C(=O)O)c1ccccc1 (centres undefined)	-9	7	-1	-2.3	0.0	0	2	12	0
CC(C)(C)NC(=O)C(c1ccncc1)N(C(=O)c1csnn1)c1ccccc1 (centres undefined)	21	17	-3	1.3	-0.4	2	-1	-10	-3
Cc1ccc(C(c2nnnn2C2CCCC2)N2CCN(c3nc4ccccc4s3)CC2)cc1 (centres undefined)	3	0	-2	0.9	0.0	0	0	0	0
CCn1c(COc2ccc(C)cc2)nnc1SCC(=O)NCc1ccco1	3	-11	4	1.7	-0.1	-2	-2	-16	-4
CCOC(=O)c1c(NC(=O)c2noc(C)c2[N+](=O)[O-])sc(C(C)=O)c1C	2	6	0	1.1	-0.3	-3	9	-3	0
Cc1nc2scc(C)n2c(=O)c1S(=O)(=O)N1CCN(c2ccccc2F)CC1	6	2	2	-1.1	0.1	-1	3	4	2
CCOC(=O)c1c(-c2ccc(F)cc2)csc1NC(=O)C1CCCO1 (centres undefined)	11	2	2	3.6	-0.1	-1	0	-21	-2
Cc1cc(N/N=C/c2ccc(O)cc2O)nc(-c2ccccc2O)n1	19	22	4	-1.0	-0.1	0	-1	13	2
Cc1ccccc1/C=N/n1c(-c2cc(-c3ccccc3)n[nH]2)n[nH]c1=S	15	-7	3	0.5	0.1	-1	6	13	-1
C/C(=N\Nc1ccc(Cl)c(C(=O)O)c1)c1cccc([N+](=O)[O-])c1	20	6	1	3.0	0.2	1	-1	1	-3
CC1CC(C)CN(C(=S)Nc2ccc3nc4n(c(=O)c3c2)CCCCC4)C1 (centres undefined)	3	3	0	1.4	-0.1	-5	1	2	-1
O=C(Nc1ccc2ncccc2c1)c1cccc(Br)c1	-4	-6	1	0.6	0.1	-1	-11	-16	-2
O=[N+]([O-])c1cccc(-c2csc(N/N=C/c3cccc(O)c3)n2)c1	24	2	-1	7.1	-0.3	3	18	5	0
O=C(Cc1ccc(Cl)cc1Cl)Nc1ccncc1Cl	21	-5	0	2.6	2.5	-1	-2	7	0
COc1ccc(C)cc1S(=O)(=O)n1nc(C)cc1C	1	-15	-5	2.8	0.7	-1	6	-7	0
Cc1ccc(S(=O)(=O)N2CCC(=O)N(CCOC(=O)Nc3cc(C)cc(C)c3)CC2)cc1	25	8	-7	2.1	0.2	-4	1	1	-1
CN(CCCC1CCCC1)C(=O)c1cc(COc2ccc(F)c(F)c2)on1	14	-4	4	-0.4	0.0	3	5	3	-3
CCOc1ccc(CCNC(=O)C(C)n2nc(C)n3c(cc4occc43)c2=O)cc1OCC (centres undefined)	1	-12	2	2.9	0.0	-6	0	13	1
C=CCn1c(SCc2ccc(C#N)cc2)nnc1-c1ccc(C)cc1	16	-4	-10	3.2	0.3	-15	-1	-7	1
COc1cc(C(=O)Nc2c(C)cc(C)cc2C)c(-n2cnnn2)cc1OC	3	-11	5	0.1	-0.2	-11	5	-1	0
COCCN1CCN(C(=O)c2ccc3c(c2)S(=O)(=O)c2ccccc2C3=O)CC1	-6	10	1	-1.9	-0.1	-5	3	23	2
Cc1ccc(C(=O)NCC(c2ccco2)N2CCOCC2)cc1 (centres undefined)	-6	7	2	-1.4	0.0	-4	-1	-5	-2

Arranged by molecular weight (smallest number first): 3 of the compounds above.
SMILES	PREPL inhibitor	EBNA-1 inhibitor	CTSL1 counter	PP5 inh	Efflux pump inh	PP1 inh	HCV core dimer	ZTA counter	TPT1 inhibitor
O=C(O)CCNS(=O)(=O)c1ccc(Oc2ccccc2)cc1	23	-7	-2	2.2	-0.1	-5	0	5	0
COc1ccc(OC)c(NC(=O)C2CC(=O)N(c3ccccc3)C2)c1 (centres undefined)	11	9	-3	-0.4	0.0	-1	-6	-16	-3
Cc1nc2scc(C)n2c(=O)c1S(=O)(=O)N1CCN(c2ccccc2F)CC1	6	2	2	-1.1	0.1	-1	3	4	2

Continuation:
SMILES	PREPL inhibitor	EBNA-1 inhibitor	CTSL1 counter	PP5 inh	Efflux pump inh	PP1 inh	HCV core dimer	ZTA counter	TPT1 inhibitor
CCCc1cc(=O)oc2cc(OCC(=O)NC3CCN(Cc4ccccc4)CC3)ccc12	-7	0	3	0.2	0.0	0	2	11	-1
COc1ccc(Cc2nnnn2CC(=O)O)cc1	2	9	1	-0.1	0.0	-4	-5	14	0
COc1ccc2nc(SCC(=O)Nc3ccc(S(=O)(=O)N4CCCC4)cc3)c(C#N)cc2c1	0	-4	-1	5.4	0.4	10	-32	-6	1
CCOc1ccc(-n2nc3c(=S)[nH]nc(C)c3c2C)cc1	6	4	7	-1.3	0.0	1	9	-2	2
Cc1c(C#N)c2ccccc2n1C	9	-15	4	1.6	0.6	-1	0	-12	-3
O=C(CO)C(O)C(O)C(O)CO (centres undefined)	9	8	7	-1.1	0.0	4	2	-2	-3
COc1ccccc1C(=O)Nc1ncc2c(n1)CC(c1ccco1)CC2=O (centres undefined)	6	2	6	0.7	-0.1	-2	6	4	0
O=C(/C=C/c1ccco1)NCc1ccccn1	-1	7	17*	2.0	0.0	-4	-4	8	-4
O=C(NCc1ccco1)c1ccc2c(c1)CCO2	3	-18	-1	1.2	0.0	-2	1	-7	0
Cc1cc(C)n2nc(C(=O)OCC(=O)N(C)C3CCS(=O)(=O)C3)nc2n1 (centres undefined)	7	.	.	-0.6	0.1	0	.	-3	.
Cc1nc2ccc([N+](=O)[O-])cc2c(=O)n1Cc1ccc([N+](=O)[O-])cc1	17	-3	0	2.2	0.2	-8	10	11	-1
O=C(CN1C(=O)CCC1=O)Nc1ccc2c3c(cccc13)CC2	7	-6	-2	0.8	0.1	-2	3	-1	2
COCCCNC(=O)c1ccc(C2SCC(=O)N2Cc2ccco2)cc1 (centres undefined)	2	10	-2	-1.0	0.2	2	-2	2	1

Compound activity from PubChem.
